KDM5B inh: Primary screen for KDM5B Histone Demethylases FDH-coupled qHTS; Lysine-specific demethylase 5B (Homo sapiens), Q9UGL1; KDM5B demethylase, FDH-coupled NADH fluorescence (FDH is formaldehyde dehydrogenase); Potency, µM (highest dose often 57.7 µM), inactives show top-dose activity change, negative = inhibition, hits mostly inhibitors; 2.6% of 220,000 active; AID 1347165, 2019; active means well fitted inhibition curve with a large enough effect; inconclusive means small, poorly fitted or top-dose-only effect; inactive means no such curve, though single readings can be large or run the other way; further: 0% is about no effect; nearly all actives have a fitted effect of over 70% in size
Target sequence (Q9UGL1 whole entry, looked up): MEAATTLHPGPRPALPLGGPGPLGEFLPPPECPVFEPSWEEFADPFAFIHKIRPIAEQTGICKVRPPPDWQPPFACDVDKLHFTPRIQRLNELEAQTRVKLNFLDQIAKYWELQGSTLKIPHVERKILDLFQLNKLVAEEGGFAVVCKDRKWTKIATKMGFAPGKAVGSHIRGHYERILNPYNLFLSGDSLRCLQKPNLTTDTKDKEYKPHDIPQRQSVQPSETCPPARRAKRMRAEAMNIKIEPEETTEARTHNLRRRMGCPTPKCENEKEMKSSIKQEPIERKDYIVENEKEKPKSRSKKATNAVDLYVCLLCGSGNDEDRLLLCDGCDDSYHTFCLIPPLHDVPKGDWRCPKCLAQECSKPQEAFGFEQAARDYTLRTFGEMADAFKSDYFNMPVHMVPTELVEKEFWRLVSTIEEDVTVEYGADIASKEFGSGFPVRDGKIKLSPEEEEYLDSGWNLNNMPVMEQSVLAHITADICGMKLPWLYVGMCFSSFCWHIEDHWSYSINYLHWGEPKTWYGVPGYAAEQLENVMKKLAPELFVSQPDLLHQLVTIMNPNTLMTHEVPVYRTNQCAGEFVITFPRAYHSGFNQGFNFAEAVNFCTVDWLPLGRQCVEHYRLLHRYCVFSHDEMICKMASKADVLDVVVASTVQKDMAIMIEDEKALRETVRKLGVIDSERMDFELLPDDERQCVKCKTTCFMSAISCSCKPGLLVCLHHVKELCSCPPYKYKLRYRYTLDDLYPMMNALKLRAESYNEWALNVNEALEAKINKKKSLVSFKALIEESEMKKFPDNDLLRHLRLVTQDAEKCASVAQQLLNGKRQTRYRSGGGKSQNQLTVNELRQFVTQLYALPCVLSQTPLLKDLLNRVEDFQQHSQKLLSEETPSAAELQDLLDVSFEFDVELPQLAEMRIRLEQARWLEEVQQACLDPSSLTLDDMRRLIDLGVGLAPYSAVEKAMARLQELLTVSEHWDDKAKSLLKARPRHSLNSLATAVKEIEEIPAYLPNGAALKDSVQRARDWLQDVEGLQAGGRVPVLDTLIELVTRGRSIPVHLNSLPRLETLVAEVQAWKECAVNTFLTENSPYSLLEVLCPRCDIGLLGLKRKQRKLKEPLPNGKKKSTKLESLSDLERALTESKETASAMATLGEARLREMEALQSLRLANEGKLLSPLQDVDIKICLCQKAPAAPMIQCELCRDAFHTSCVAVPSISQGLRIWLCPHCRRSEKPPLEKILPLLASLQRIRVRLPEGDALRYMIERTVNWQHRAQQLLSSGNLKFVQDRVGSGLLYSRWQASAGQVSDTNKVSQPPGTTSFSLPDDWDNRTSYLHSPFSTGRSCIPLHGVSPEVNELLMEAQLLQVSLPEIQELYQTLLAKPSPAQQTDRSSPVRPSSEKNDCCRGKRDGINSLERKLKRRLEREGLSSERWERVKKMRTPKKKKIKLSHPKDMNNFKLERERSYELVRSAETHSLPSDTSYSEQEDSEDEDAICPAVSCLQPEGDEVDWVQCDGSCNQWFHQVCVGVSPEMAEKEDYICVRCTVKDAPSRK
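Compound dilutions met 200 nM (final) KDM5BΔAP for 10 min at room temperature before substrate addition. The substrate mix held 12.5 µM H3K4me3 with cofactors 25 µM α-ketoglutarate and 50 µM Fe²⁺. NADH signal gain over 30 min defined activity.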
Numbers without * were called inactive; ? = inconclusive; [ ] = dose if it differs, or a comment. Potency means the concentration at half of the fitted maximal effect. A portion of the library; the hit share may differ from the screen's.

KDM5B inh,SMILES
?,COc1ccc(NC(=O)/C=C\C(=O)N(c2ccc(C(C)C)cc2)C(C(=O)NCc2ccco2)c2ccc(C)cc2)cc1 (configuration not stated)
17.6%,O=C(NC1CCCC1)c1cc(-c2ccc(Cl)cc2Cl)on1
11.9%,CC(=O)c1c(C)oc2ccc(NS(=O)(=O)c3ccc4ccccc4c3)cc12
1.3%,CC(C)c1ccc(/C=N/NC(=O)C(c2ccccc2)c2ccccc2)cc1
-2.0%,CCOC(=O)N1CCN(C(=O)c2cc3ccccc3n2C)CC1
-4.9%,O=C1/C(=C/c2ccc([N+](=O)[O-])cc2)CCOc2ccc(F)cc21
-9.7%,Cc1cnc(C)n1CC1CCN(S(=O)(=O)c2cccc(F)c2)CC1
-21.3%,O=C(OCC(=O)N1CCCC1=O)c1ccc(F)c(S(=O)(=O)N2CCOCC2)c1
23.0%,COC(=O)CN(Cc1cccs1)C1CC1
?,C[S+](=O)([O-])N1Cc2ccccc2CC2(CCCCN2CC2CCCC2)C1 (configuration not stated)
17.3%,CCOC(=O)/C(C#N)=C\c1ccc(N)cc1
10.9%,COC[C@@H]1CN(S(=O)(=O)c2cccc(OC)c2)C[C@H]1C(N)=O
?,Cn1cccc1CN1CC[C@@H]2CN(S(C)(=O)=O)[C@@H]2C1
-10.7%,O=S(=O)(NCc1ccccc1F)c1ccc2c(c1)OCCO2
11.7%,O=C(O)CCc1ccc(S(=O)(=O)Nc2ccc(-c3ccccc3)cc2)cc1
12.5%,CNc1cc(C2CC(NC(=O)c3ccc4c(c3)OCC(=O)N4)C2)ncn1 (configuration not stated)
-17.6%,Cc1ccccc1C(=O)N1C(C(=O)NCc2ccco2)COC12CCN(C(=O)c1ccco1)CC2 (configuration not stated)
-4.2%[149 µM],CCC(=O)N1Cc2ccccc2CC2(CCCN(C)C2)C1 (configuration not stated)
-6.7%,COc1ccc(C2c3c(-c4ccccc4O)n[nH]c3C(=O)N2CCO)cc1OC (configuration not stated)
?,Cn1c([C@H]2CCN(C(=O)COCC(=O)O)C2)nc2ccccc21

Among those listed so far, 6 contain a carbonyl joined to an NH by a bond outside any ring.
KDM5B inh,SMILES
?,COc1ccc(NC(=O)/C=C\C(=O)N(c2ccc(C(C)C)cc2)C(C(=O)NCc2ccco2)c2ccc(C)cc2)cc1 (configuration not stated)
17.6%,O=C(NC1CCCC1)c1cc(-c2ccc(Cl)cc2Cl)on1
1.3%,CC(C)c1ccc(/C=N/NC(=O)C(c2ccccc2)c2ccccc2)cc1
10.9%,COC[C@@H]1CN(S(=O)(=O)c2cccc(OC)c2)C[C@H]1C(N)=O
12.5%,CNc1cc(C2CC(NC(=O)c3ccc4c(c3)OCC(=O)N4)C2)ncn1 (configuration not stated)
-17.6%,Cc1ccccc1C(=O)N1C(C(=O)NCc2ccco2)COC12CCN(C(=O)c1ccco1)CC2 (configuration not stated)

Going on with the list:
KDM5B inh,SMILES
?,CC(C(N)=O)N1CCC(n2nccc2NC(=O)c2ccc3c(c2)OCO3)CC1 (configuration not stated)
-7.7%,CC(=O)c1cc2c(cc1N/C(=N/S(=O)(=O)c1ccc(Cl)cc1)c1ccc(F)cc1)OCO2
15.5%,CCc1nc(-c2c3n(c(=O)n(Cc4cccc(C(=O)OC)c4)c2=O)CCCC3)no1
7.9%,COc1ccc(C)cc1-n1nnc(-c2nc(-c3ccccc3Cl)no2)c1N
138.4%[activator],Cc1oc(-c2nc(C#N)c(N3CCOCC3)o2)cc1S(=O)(=O)N(C)C
-17.1%,COc1ccc(C(=O)OC2=C(C(=O)c3ccccc3)N(C)S(=O)(=O)c3ccccc32)cc1OC
-7.7%,CCNC(=O)NC(=O)COC(=O)c1sccc1C
?,Cc1nccn1-c1ccccc1CNC1CCC2(CCNCC2)CC1
9.0%[86.2 µM],CN(C(=O)c1ccc2c(c1)NC(C)(COCC1CC1)CO2)c1ccccc1 (configuration not stated)
?,COc1ccc(S(=O)(=O)N[C@H]2C[C@@H](c3nc(-c4ccc(OC(F)(F)F)cc4)no3)N(C)C2)cc1
-11.3%,COc1ccc(NC(=O)c2nc(SCc3ccccc3F)ncc2Cl)cc1
-30.0%,Cc1cc(C)n(CC(=O)N2CCC(N3C(=O)C4(CCCCC4)C3c3ccncc3)CC2)n1 (configuration not stated)
-3.3%,COc1ccc(NC(=O)Cn2c(=O)n(-c3ccc(F)cc3)c(=O)c3c2cc(C)n3C)cc1OC
14.0%,CCC(C(=O)N1CCN(c2ccc(F)cc2)CC1)n1cnc2ccccc2c1=O (configuration not stated)
?,COc1cc2[nH]c(=O)n(CCCCCC(=O)NCCc3ccccc3)c(=O)c2cc1OC
-6.5%,COc1ccc(-c2nnc(SCCS(=O)(=O)c3ccc(Cl)cc3)o2)cc1OC
?,COc1ccc(C2C(C(=O)c3ccco3)=C(O)C(=O)N2CC2CCCO2)c(OC)c1 (configuration not stated)
-4.3%,COc1ccc(C(=O)NCC2COc3ccccc3O2)cc1OC (configuration not stated)
16.2%,Cc1noc([C@@H]2CN(S(=O)(=O)c3ccc4c(c3)OCCO4)C[C@H]2C(N)=O)n1
-11.4%[86.2 µM],CNC(=O)[C@@H](c1ccccc1F)N1CCC[C@H]1C(=O)NCCN(C)C

Three entries from above, ordered by the number in KDM5B inh, highest first:
KDM5B inh,SMILES
15.5%,CCc1nc(-c2c3n(c(=O)n(Cc4cccc(C(=O)OC)c4)c2=O)CCCC3)no1
-9.7%,Cc1cnc(C)n1CC1CCN(S(=O)(=O)c2cccc(F)c2)CC1
-17.6%,Cc1ccccc1C(=O)N1C(C(=O)NCc2ccco2)COC12CCN(C(=O)c1ccco1)CC2 (configuration not stated)

3 compounds already listed, sorted by formula weight, falling:
KDM5B inh,SMILES
-17.1%,COc1ccc(C(=O)OC2=C(C(=O)c3ccccc3)N(C)S(=O)(=O)c3ccccc32)cc1OC
15.5%,CCc1nc(-c2c3n(c(=O)n(Cc4cccc(C(=O)OC)c4)c2=O)CCCC3)no1
138.4%[activator],Cc1oc(-c2nc(C#N)c(N3CCOCC3)o2)cc1S(=O)(=O)N(C)C

Carrying on:
KDM5B inh,SMILES
?,COCCN(Cc1ccccc1)C(=O)COc1ccc2ccc(=O)oc2c1
28.2µM*,COc1ccc2[nH]c(=O)c(CCC(=O)O)cc2c1
-15.9%[115 µM],O=C1CN([S+](=O)([O-])C2CC2)CCN1[S+](=O)([O-])c1ccc(Cl)nc1
?,CC(=O)N1c2ccccc2C(=O)C1N1CCN(c2cccc(C(F)(F)F)c2)CC1 (configuration not stated)
42.5%,O=C(CCC1CC1)N1CCC(c2cc(Cc3ccccc3)[nH]n2)CC1
23.1%,O=S1(=O)C[C@H](N2CCN(c3ccccc3F)CC2)[C@@H](S(=O)(=O)c2ccccc2)C1
-1.9%,CC1=Nc2cc(C(=O)NCCCN(C)C)ccc2Sc2ccc(Cl)cc21
?,COc1ccc(-c2cn(C3CCN(C(=O)c4ccc(Cl)cc4)CC3)c(=O)[nH]2)cc1
-6.8%,O=C(COc1ccccc1)Nc1cc(S(=O)(=O)N2CCOCC2)ccc1N1CCCC1
18.0%,CCC1CCC(NC(=O)/C=C/c2ccccc2F)CC1 (configuration not stated)
1.0%[86.2 µM],O=C1C[C@@H]2CCN(C(=O)Nc3ccccc3)C[C@@H]2CCN1CCc1cnc[nH]1
-8.5%,O=C1[C@@H]2C[C@@H](CN2C(=O)c2ccc(C(F)(F)F)cc2)Oc2ccccc2N1Cc1ccccc1
-11.7%,NC(=O)[C@H](CC1CCCCC1)NC(=O)[C@@H]1CN(S(=O)(=O)c2ccccc2)CCN1S(=O)(=O)c1ccccc1
-4.7%,O=C(c1ccc2nc[nH]c2c1)N1CCC(c2nc(-c3ccccc3)no2)C1 (configuration not stated)
?,CCC(=O)Nc1nc(C)c(-c2csc(Nc3ccccc3OC)n2)s1
-13.7%,COCCNC(=O)COc1ccc2c(C)c(Cc3ccccc3)c(=O)oc2c1C
5.9%,COc1ccccc1N1CCN(C(=O)c2cc(=O)c3cc(C)ccc3o2)CC1
-9.7%,CS(=O)(=O)N(C1CCOCC1)C1CN(C(=O)Cc2c[nH]c3ccccc23)C1
24.5%,COc1ccc(C2Cn3cnc(C(=O)N4CCC(C(=O)Nc5ccccc5OC)CC4)c3CO2)cc1 (configuration not stated)
9.6%,CC(Sc1ccccc1Cl)C(=O)NC1(C#N)CCSC1 (configuration not stated)
6.8%,CC(C)CC(=O)Nc1nnc(S(=O)(=O)N2c3ccccc3CC2C)s1 (configuration not stated)
-5.3%,COc1ccccc1CNC(=O)Cn1ccc2cccc(OC)c21
35.5µM*,CN(C)c1ccc(C(=O)N[C@H]2C[C@@H](c3nc(-c4ccc5ccccc5c4)no3)N(C)C2)cc1
-23.1%,O=C(CC1CCCCC1)N1CCC2(CC1)CC(N1CCN(c3ccccn3)CC1)CCO2 (configuration not stated)
-12.0%,N#Cc1c2ccc([N+](=O)[O-])cc2[n+]([O-])n1-c1ccccc1
-19.9%,CC(=O)Nc1ccc(S(=O)(=O)NC2=NCN(CCO)CN2)cc1
?,Cc1sc(NC(=O)c2cc3ccccc3s2)c(C#N)c1C
31.6µM*,NC(=O)C1CCCN(CCNc2cc(-c3ccccc3)nc3ccnn23)C1 (configuration not stated)
-12.7%,O=C(CCc1ccccc1)NCCC1CCN(C(=O)Nc2ccccc2)CC1
15.3%,CC(Sc1ncnc2ccccc12)C(=O)Nc1cccc(Cl)c1Cl (configuration not stated)
30.3%,O=C(NC1CCN(c2cc(-c3ccc(F)cc3)[nH]n2)CC1)c1cnccn1
1.9%,CNC(=O)c1nn(CN2CCN(C(c3ccccc3)c3ccccc3)CC2)c(=O)c2ccccc12
11.4%,COc1ccc([C@H](C)NC(=O)c2c(C)noc2-c2ccccc2C)cc1
-13.1%,O=C(NC1CCCN(c2cc(-c3ccc(F)cc3)[nH]n2)C1)c1ccccn1 (configuration not stated)
-19.3%,COc1ccc(C(=O)N2CCCC(c3noc(COc4ccccc4F)n3)C2)cc1 (configuration not stated)
-3.4%,Cc1ccc(OCCC2CCN(C(=O)CCN3C(=O)NC(C)(C)C3=O)C2)cc1 (configuration not stated)
0.0%,COc1ccc(C(=O)N[C@H]2CC[C@]3(C)CCC([C@H](C)C(=O)NCCN4CCOCC4)[C@H](O)[C@H]3[C@@H]2C)cc1 (some centres not stated)
12.7%,CC(Oc1ccccc1)C(=O)OCC(=O)NC(=O)NC1CCCCC1 (configuration not stated)
29.1%,COc1cc(Nc2ncncc2-c2nc(-c3ccccc3)no2)c(OC)cc1Cl
0.6%,COCCOc1cc(=O)n2c(c1C(=O)NC1CCCCC1)CCOCC2
34.8%[activator],O=C(NC1CC1)C1CCN(C(=O)c2ncn3c2COC(c2ccc(Cl)cc2)C3)CC1 (configuration not stated)
-18.3%,COc1ccc(-c2ccc(=O)n(CCNC(=O)Cc3ccc(Cl)cc3)n2)cc1
-2.2%,O=C(CSc1nccn1-c1ccc(F)cc1)Nc1nc2ccccc2s1
26.1%,O=C(NCCc1ccccc1)C(c1ccc(F)cc1)N(C(=O)c1csnn1)C1CC1 (configuration not stated)
5.3%,O=C(O)CCc1c[nH]c2ccccc12
?,Cc1nc2sc(C(=O)OCC(=O)Nc3cccc(C(F)(F)F)c3)c(C)c2c(=O)[nH]1
?,Cc1ccc(-c2nc(CNS(=O)(=O)C3CC3)[nH]c2-c2ccccn2)cc1
5.2%,c1csc(-c2noc(CNc3ccc(-n4cnnn4)cc3)n2)c1
-2.9%,COc1cc(NC(=O)CSc2nnc(-c3ccc(C)cc3)c(=O)[nH]2)cc(OC)c1
0.6%,Cc1nn(-c2ccc(N3CCOCC3)nn2)c(C)c1CCC(=O)NCc1cccs1
?,Cc1ccc(NC(=O)CN2C(=O)NC(c3ccc(Cl)cc3)C3=C2COC3=O)cc1Cl (configuration not stated)
-18.8%,c1ccc(CNc2nc3c(-c4ccccc4)nnn3c3ccccc23)cc1
-9.7%,O=C(c1cccs1)N1CCN(c2cc(C(F)(F)F)ncn2)CC1
?,CS(=O)(=O)c1cnc(NCCCc2ccccn2)nc1C1CCCNC1 (configuration not stated)
-3.7%,Cc1cc(-n2c(C)nc3ccccc3c2=O)ccc1NC(=O)c1ccc([N+](=O)[O-])cc1
-4.2%,COC[C@@H]1CN(C(=O)C2CC2)C[C@H]1c1ccncc1
-34.7%,CCc1ccc(NC(=O)CSc2nc3c(sc4ccccc43)c(=O)n2CCCOC)cc1
5.2%,CCN(CC)C(=O)CSc1nc2cc3c(cc2c(=O)n1CCCCCC(=O)NCc1ccc(OC)cc1)OCO3
-22.5%,COc1ccc(CNC(=O)c2cc(C3CC3)nc3c2c(C)nn3-c2cccc(Cl)c2C)cc1
-6.2%,Cn1cnc(S(=O)(=O)N2CCC(Cc3nncn3CC3CC3)C2)c1 (configuration not stated)

Continued.
KDM5B inh,SMILES
?,Cc1ccc2c(C(=O)O)cc(-c3cccnc3)nc2c1C
?,CCn1c(=O)n(CC)c2cc(N3CCCCC3)c(NC(=O)Nc3ccccc3C(F)(F)F)cc21
-20.7%,CC(C)(C)c1ccc(C(=O)Nc2ccc(-c3nc4cc(Cl)ccc4o3)cc2)cc1
-23.1%,CCOc1ccc(CC(=O)NCCc2sc3nc(-c4ccc(F)cc4)nn3c2C)cc1
-7.1%,COc1cccc(CNC(=O)Cn2c(=O)c3cccn3c3ccc(F)cc32)c1OC
-5.5%,CNC(=O)N1CCCC(c2nc(C(C)C)no2)CCNC(=O)CC1 (configuration not stated)
-9.5%,Cc1ccc(C(=O)N2CCCC(c3nc(C4CCOCC4)no3)C2)cn1 (configuration not stated)
-22.1%,Cc1cccc(C(=O)NC2CCN(c3cc(-c4ccccc4)[nH]n3)C2)c1 (configuration not stated)
-5.2%,Cc1ccc(Cl)cc1N1CCN(CCCNc2ncnc3onc(-c4ccc(Cl)cc4)c23)CC1
-3.0%,CNC(=S)NNC(=O)C1CC1

Screening data (PubChem BioAssay)
